CRFR2-BP antag: blocks CRF-induced signaling of the CRF-BP/CRF-R2 complex; HEK293 CRF-R2/CRF-BP, CRF-induced calcium fluorescence; inhibition, % at 11.8 µM; 0.59% of 350,000 active;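 active = inhibition of the ligand-induced calcium signal above about 50% at the single tested concentration, limit read from the data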
IDE inh: inhibits human insulin-degrading enzyme in HEK cells | P14735 | FAbetaB cleavage, fluorescence polarization | inhibition, % at 5.59 µM | 0.41% of 320,000 active | AID 434962;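 active = percent inhibition above the average of all tested compounds plus 3 SD, set per screening campaign, cut at about 16% in these data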;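 also: IDE supplied by intact live HEK cells; FP after avidin binding of uncleaved biotin substrate so inhibition keeps polarization high; 0% = DMSO wells and 100% = 60 µM reference IDE inhibitor Ii1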
M4 antag: CHRM4 antagonism in calcium assay. P08173. CHO-hM4 cells, ACh EC80, Fluo-8 calcium fluorescence. inhibition, % at 3 µM. 0.73% of 360,000 active. AID 624125;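 active = inhibition above its plate's cutoff, the mean inhibition of sample wells plus 3 SD, cut at about 27% in these data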;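 also: 0% = acetylcholine EC80 with DMSO and 100% = DMSO without agonist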
Target sequence (P08173 whole entry, looked up): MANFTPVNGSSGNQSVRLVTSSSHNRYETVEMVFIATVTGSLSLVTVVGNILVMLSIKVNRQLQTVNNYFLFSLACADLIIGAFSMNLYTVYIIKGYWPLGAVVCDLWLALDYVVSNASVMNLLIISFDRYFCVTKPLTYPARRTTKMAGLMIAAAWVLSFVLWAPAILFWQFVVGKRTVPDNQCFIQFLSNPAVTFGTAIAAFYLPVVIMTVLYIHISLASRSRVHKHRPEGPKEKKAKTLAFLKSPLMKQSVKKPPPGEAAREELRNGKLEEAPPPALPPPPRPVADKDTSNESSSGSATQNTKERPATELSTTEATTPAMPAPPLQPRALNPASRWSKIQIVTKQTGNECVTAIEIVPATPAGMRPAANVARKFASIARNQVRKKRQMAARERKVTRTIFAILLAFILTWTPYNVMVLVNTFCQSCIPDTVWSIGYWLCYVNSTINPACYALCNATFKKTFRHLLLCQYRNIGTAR
CRFR2-BP ag: agonists of human CRF-binding protein/CRF-R2 receptor complex; HEK293 CRF-R2/CRF-BP, calcium dye fluorescence (FLIPR); percent of saturating CRF peptide response; activation, % at 13.2 µM; 0.46% of 350,000 active; AID 588473;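 active = activation of at least 50%, plus an integration ratio under a set limit after plate pattern correction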;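 also: plate controls were neutral control wells without compound for no effect and CRF at EC100 for full effect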
CHRM4 agonist: CHRM4 agonism in calcium assay; P08173; CHO-K1 hM4/Gqi5, Fluo-8 calcium fluorescence; vehicle 0%, full acetylcholine response 100%; activation, % at 3 µM; 0.14% of 360,000 active;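 active = activation above the run mean over all test wells plus 3 SD, cut at about 32% in these data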;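 also: peak over basal fluorescence ratio per well then scaled between controls; 0% = DMSO wells and 100% = acetylcholine at EC100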
CHRM4 PAM: positive allosteric modulators of human muscarinic M4 receptor; P08173; CHO-K1 hM4/Gqi5, Fluo-8 calcium fluorescence, ACh EC20; 0% = ACh EC20, 100% = maximal ACh; activation, % at 3 µM; 0.4% of 360,000 active; AID 624126;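 active = activation above its plate's cutoff, the mean activation of sample wells plus 3 SD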; also: some results filed as inactive read as strong as hits
M5 antag: CHRM5 antagonism in calcium assay; P08912; CHO-hM5 cells, Fluo-8 calcium fluorescence, ACh EC80; inhibition, % at 3 µM; 0.59% of 360,000 active;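 active = inhibition above a per-plate cutoff, the mean of that plate's test compounds plus 3 SD, cut at about 27% in these data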;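 also: 0% = acetylcholine EC80 with DMSO and 100% = DMSO without agonist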
Target sequence (P08912 whole entry, looked up): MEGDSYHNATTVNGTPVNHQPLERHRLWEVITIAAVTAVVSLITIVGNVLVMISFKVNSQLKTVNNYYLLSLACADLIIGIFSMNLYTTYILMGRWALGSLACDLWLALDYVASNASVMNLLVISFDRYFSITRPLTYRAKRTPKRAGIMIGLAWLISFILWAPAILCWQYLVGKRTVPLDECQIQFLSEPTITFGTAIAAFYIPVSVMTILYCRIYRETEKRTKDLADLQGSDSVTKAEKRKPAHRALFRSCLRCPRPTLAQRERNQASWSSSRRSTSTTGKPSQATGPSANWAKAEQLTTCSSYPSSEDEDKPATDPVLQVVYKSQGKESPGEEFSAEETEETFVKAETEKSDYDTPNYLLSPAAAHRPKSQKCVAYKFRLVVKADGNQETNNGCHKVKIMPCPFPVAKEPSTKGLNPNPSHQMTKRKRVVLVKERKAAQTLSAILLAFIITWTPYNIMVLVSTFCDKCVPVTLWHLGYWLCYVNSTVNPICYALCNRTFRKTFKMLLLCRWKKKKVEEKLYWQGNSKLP
M5 PAM: potentiates acetylcholine response at human M5 receptor | P08912 | activation, % at 3 µM | CHO-K1 hM5, Fluo-8 calcium, ACh EC20 PAM; 0% = ACh EC20, 100% = ACh EC100 | 0.3% of 360,000 active;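 active = activation above the run cutoff, the mean activation of all test compounds plus 3 SD, cut at about 18% in these data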
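system = human M5 receptor in CHO-K1 cells | reagent = EC20 acetylcholine as agonist stimulus | compound dosing = single-point, 3 µM nominal | incubation = Fluo-8 loading 80 min at 37 °C plus 30 min room temperature | detection = Fluo-8 calcium dye fluorescence, kinetic read | benchmarks = low control EC20 acetylcholine (0%), high control EC100 acetylcholine (100%)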
CHRM5 agonist: agonists of human muscarinic M5 receptor (CHRM5). CHO-K1 hM5 cells, Fluo-8 calcium fluorescence; 0% DMSO wells, 100% maximal acetylcholine response. activation, % at 3 µM. 0.19% of 360,000 active. P08912;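 active = activation above the run's mean over test compounds plus 3 SD, cut at about 23% in these data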;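 also: signal is peak over basal fluorescence ratio across the kinetic read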
* hit, by the source's call; · = no result given.

Short forms: A = CRFR2-BP antag; B = IDE inh; C = M4 antag; D = CRFR2-BP ag; E = CHRM4 agonist; F = CHRM4 PAM; G = M5 antag; H = M5 PAM; I = CHRM5 agonist
CC(C)NS(=O)(=O)c1ccc(NC(=O)C(C)OC(=O)C2CCC2)cc1 (configuration not stated)
  A: -8 | B: 6 | C: 0 | D: 2.9 | E: 3 | F: -3 | G: 14 | H: -9 | I: 5
C/C(=N\NC(N)=O)c1ccccc1Cl
  A: -5 | B: 3 | C: -3 | D: -0.8 | E: 1 | F: 5 | G: -4 | H: 5 | I: 2
COc1cc(Br)c(CN2CCCN(C)CC2)cc1OC
  A: 6 | B: -3 | C: 5 | D: 0.2 | E: -1 | F: -3 | G: 3 | H: -3 | I: 1
O=C(O)c1cc(=O)n(Cc2ccccc2)c(=O)[nH]1
  A: -7 | B: · | C: -16 | D: -2.2 | E: 3 | F: 4 | G: -1 | H: -2 | I: -1
Cc1cc(=O)[nH]c2c1c(C)nn2C(C)(C)C
  A: 5 | B: -2 | C: 6 | D: -1.8 | E: 6 | F: 0 | G: -10 | H: 5 | I: 7
O=C(COc1cccc2cccnc12)NCc1cccs1
  A: -6 | B: 1 | C: -5 | D: 3.0 | E: 4 | F: 1 | G: 5 | H: -4 | I: 1
CCOC(=O)c1c(S(=O)(=O)N2CCCC2)c(C)n(C)c1C
  A: 12 | B: -4 | C: -3 | D: -0.8 | E: 1 | F: 10 | G: -8 | H: 8 | I: -3
CC(=O)C1(O)CCC2C3CC(C)C4=CC(=O)C=CC4(C)C3(F)C(O)CC21C (configuration not stated)
  A: 79* | B: · | C: -11 | D: 4.8 | E: 5 | F: 7 | G: 3 | H: -1 | I: 2
CC(=O)c1ccccc1OCCCCN1CCCCC1
  A: 7 | B: 5 | C: 25 | D: -1.6 | E: 1 | F: -14 | G: -2 | H: -6 | I: -25
CCN(CC)C(=O)CSc1ccc(C(F)(F)F)cc1[N+](=O)[O-]
  A: -7 | B: -4 | C: -7 | D: -0.3 | E: 2 | F: 8 | G: 8 | H: -4 | I: -2
Cn1nnc2cc(NC(=O)NCc3ccc4c(c3)OCO4)ccc21
  A: 1 | B: 5 | C: 7 | D: 0.3 | E: 1 | F: -6 | G: -1 | H: -1 | I: 0
CCN(CC)S(=O)(=O)c1ccc(NC(=S)NC(=O)CC(C)C)cc1
  A: -11 | B: 3 | C: -9 | D: 4.3 | E: 10 | F: 1 | G: 5 | H: -7 | I: 0
NS(=O)(=O)c1ccc(Cc2ncc(C(F)(F)F)cc2Cl)s1
  A: -7 | B: 3 | C: 7 | D: -0.3 | E: 0 | F: -3 | G: -2 | H: 7 | I: -6
Cn1cccc1/C=C1\SC(=S)N(CC(=O)O)C1=O
  A: 0 | B: -5 | C: 2 | D: 2.0 | E: 2 | F: -7 | G: 1 | H: -3 | I: 2
COc1ccc(OC)c(NC(=O)Cc2c(C(=O)O)n(C)c3ccccc23)c1
  A: 2 | B: 8 | C: -7 | D: -0.3 | E: -1 | F: 0 | G: 8 | H: -1 | I: 0
O=C(O)CSCC(=O)Nc1cccc(C(F)(F)F)c1
  A: 14 | B: 12 | C: -5 | D: -1.3 | E: 1 | F: 5 | G: 3 | H: -2 | I: 1
CC(C)(C)c1nnc2cccc(Cl)n12
  A: 2 | B: 5 | C: -3 | D: -2.2 | E: 0 | F: 8 | G: 5 | H: 14 | I: 1
Cc1cccc(NC(=O)c2cc(NC(=O)C3CCCCC3C(=O)O)ccc2N2CCOCC2)c1 (configuration not stated)
  A: 8 | B: -3 | C: 11 | D: 1.4 | E: 1 | F: 2 | G: 5 | H: -1 | I: -2
CN(C(=O)Cn1c(=O)oc2cc(S(=O)(=O)N3CCCC3)ccc21)C1CCCCC1
  A: -7 | B: 7 | C: 7 | D: 4.7 | E: -1 | F: -1 | G: 7 | H: 0 | I: -1
COc1ccc(C2=NNC(c3cccs3)=Nc3ccc(OC)cc32)cc1
  A: -17 | B: 7 | C: -5 | D: -1.6 | E: -1 | F: 0 | G: 1 | H: -3 | I: -2
COc1cc(S(=O)(=O)N2CCn3cccc3C2C)ccc1NC(C)=O (configuration not stated)
  A: -5 | B: 2 | C: -5 | D: 0.4 | E: 1 | F: 5 | G: 7 | H: -2 | I: 2
O=C(Nc1cccc(O)c1)c1cccc(C(=O)Nc2cccc(O)c2)c1
  A: 6 | B: 0 | C: 1 | D: -1.0 | E: 1 | F: -1 | G: 4 | H: -2 | I: 4
CC(=O)Nc1cccc(-c2cnc(N)c(C(=O)c3cccnc3)n2)c1
  A: -6 | B: 5 | C: -3 | D: -0.5 | E: 4 | F: 3 | G: 14 | H: -10 | I: 1
O=C(O)Cn1cnc2scc(-c3ccccc3)c2c1=O
  A: -15 | B: -2 | C: -2 | D: 1.7 | E: 0 | F: 0 | G: 3 | H: 0 | I: 1
Cc1cccc(N2CCN(CC(=O)Nc3nccs3)CC2)c1C
  A: 4 | B: -7 | C: -1 | D: -0.9 | E: 1 | F: 8 | G: -1 | H: 2 | I: 2
COc1cc(Cn2c3ccc(NC(=O)CC(C)c4ccccc4)cc3c(=O)n2C)ccc1F (configuration not stated)
  A: · | B: · | C: 2 | D: · | E: 13 | F: -9 | G: 5 | H: -6 | I: 4
COc1cccc(CSc2nc(N)cc(N)n2)c1
  A: 16 | B: -2 | C: -7 | D: 1.0 | E: 0 | F: -6 | G: -12 | H: 13 | I: 1
CN(C)CCn1c(NCc2ccc3c(c2)OCO3)nc2ccccc21
  A: -3 | B: · | C: 20 | D: 1.2 | E: 0 | F: -5 | G: 16 | H: -4 | I: -4
O=C(CSc1ccccc1)N(c1ccc(Br)cc1)c1nccs1
  A: 50* | B: 2 | C: 1 | D: 0.2 | E: 0 | F: -3 | G: 6 | H: -3 | I: -2
CC(C)[C@H](NC(=O)c1ccc(C(C)(C)C)cc1)C(=O)N1CCN(Cc2ccc3c(c2)OCO3)CC1
  A: -25 | B: 19* | C: -2 | D: -1.3 | E: 1 | F: -1 | G: 8 | H: 4 | I: 4
O=[N+]([O-])c1ccccc1/C=C/c1ccc2ccccc2n1
  A: -5 | B: -2 | C: -10 | D: -1.5 | E: 0 | F: -3 | G: 1 | H: -12 | I: -5
COC(=O)c1cc2c(C)nn(-c3ccccc3)c2s1
  A: -16 | B: 4 | C: 0 | D: -0.8 | E: -1 | F: 1 | G: 4 | H: 2 | I: -3
COc1ccc(OC)c(NC(=O)C2(C)CCN2CCc2ccccc2)c1 (configuration not stated)
  A: · | B: · | C: -4 | D: · | E: 1 | F: -3 | G: 3 | H: -2 | I: 6
CCOC(=O)c1sc(NC(=O)CC2OC(=O)c3ccccc32)nc1C (configuration not stated)
  A: -10 | B: · | C: 4 | D: 0.3 | E: 2 | F: -4 | G: 2 | H: -9 | I: 7
CCCc1c(C)nc2c(OC)cccc2c1SCC(=O)O
  A: 0 | B: -5 | C: 8 | D: -0.3 | E: 1 | F: 5 | G: 1 | H: 10 | I: 1
O=C(c1cc(=O)c2ccccc2o1)N1CCN(c2cccc(Cl)c2)CC1
  A: 7 | B: 2 | C: 2 | D: -0.7 | E: 11 | F: -11 | G: 9 | H: -7 | I: 1
FC(F)(F)c1nc(-c2cccnc2)ncc1-c1nnnn1-c1ccccc1
  A: -1 | B: 1 | C: 5 | D: -0.5 | E: 17 | F: -6 | G: 11 | H: -14 | I: 5
Cc1cccc(Nc2nc(N)nc(CN3CCN(C)CC3)n2)c1
  A: 10 | B: 4 | C: 6 | D: 2.5 | E: 0 | F: -1 | G: 1 | H: 1 | I: -1
CCn1nccc1C(=O)Nc1nc2ccccc2n1CCN1CCCCC1
  A: 5 | B: 4 | C: -1 | D: 3.2 | E: 2 | F: 0 | G: 1 | H: 3 | I: -1
c1coc(-c2nnc(-c3cccs3)o2)c1
  A: 4 | B: -1 | C: -2 | D: -0.5 | E: 0 | F: 2 | G: -2 | H: 4 | I: -2
Cn1c(SCC(=O)N2CCCC2=O)nc2ccccc21
  A: -13 | B: 4 | C: 8 | D: -0.3 | E: 1 | F: 1 | G: 8 | H: 5 | I: 3
CC(C)NC(=O)c1ccc(CNC(=O)OCC(F)(F)F)cc1
  A: -6 | B: 0 | C: 3 | D: 0.6 | E: 0 | F: 6 | G: -6 | H: 5 | I: -1
NC(=O)N/N=C/c1cc(Br)ccc1OCC(=O)NCc1ccccc1
  A: 7 | B: 1 | C: 0 | D: -1.4 | E: 4 | F: 13 | G: 11 | H: -6 | I: 1
O=C(Nc1nc2ccc(S(=O)(=O)N3CCOCC3)cc2s1)c1cccs1
  A: -12 | B: -3 | C: -3 | D: -1.9 | E: 5 | F: 6 | G: -12 | H: 0 | I: 5

Gathered by group: those above containing an aryl methoxy group.
Short forms: A = CRFR2-BP antag; B = IDE inh; C = M4 antag; D = CRFR2-BP ag; E = CHRM4 agonist; F = CHRM4 PAM; G = M5 antag; H = M5 PAM; I = CHRM5 agonist
COc1cc(Br)c(CN2CCCN(C)CC2)cc1OC
  A: 6 | B: -3 | C: 5 | D: 0.2 | E: -1 | F: -3 | G: 3 | H: -3 | I: 1
COc1ccc(OC)c(NC(=O)Cc2c(C(=O)O)n(C)c3ccccc23)c1
  A: 2 | B: 8 | C: -7 | D: -0.3 | E: -1 | F: 0 | G: 8 | H: -1 | I: 0
COc1ccc(C2=NNC(c3cccs3)=Nc3ccc(OC)cc32)cc1
  A: -17 | B: 7 | C: -5 | D: -1.6 | E: -1 | F: 0 | G: 1 | H: -3 | I: -2
COc1cc(S(=O)(=O)N2CCn3cccc3C2C)ccc1NC(C)=O (configuration not stated)
  A: -5 | B: 2 | C: -5 | D: 0.4 | E: 1 | F: 5 | G: 7 | H: -2 | I: 2
COc1cc(Cn2c3ccc(NC(=O)CC(C)c4ccccc4)cc3c(=O)n2C)ccc1F (configuration not stated)
  A: · | B: · | C: 2 | D: · | E: 13 | F: -9 | G: 5 | H: -6 | I: 4
COc1cccc(CSc2nc(N)cc(N)n2)c1
  A: 16 | B: -2 | C: -7 | D: 1.0 | E: 0 | F: -6 | G: -12 | H: 13 | I: 1
COc1ccc(OC)c(NC(=O)C2(C)CCN2CCc2ccccc2)c1 (configuration not stated)
  A: · | B: · | C: -4 | D: · | E: 1 | F: -3 | G: 3 | H: -2 | I: 6
CCCc1c(C)nc2c(OC)cccc2c1SCC(=O)O
  A: 0 | B: -5 | C: 8 | D: -0.3 | E: 1 | F: 5 | G: 1 | H: 10 | I: 1
